Screening results (PubChem BioAssay)
FBW7 activator = FBW7 E3 ligase activators, primary screen, biochemical, AlphaScreen, human; F-box/WD repeat-containing protein 7 (Homo sapiens), Q969H0; AlphaScreen FBW7–phospho-cyclin E peptide binding, activator screen; normalized activity (activation), % at 26.1 µM; 650,000 tested, 0.13% active; AID 1259310, 2017; in the data active = normalized activity above about 1.9%;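 also: purified mutant Fbw7 with reduced substrate affinity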
MITF inh = MITF inhibitors, primary screen, biochemical, AlphaScreen, human; Microphthalmia-associated transcription factor (Homo sapiens), O75030; AlphaScreen MITF homodimerization, bead proximity signal; inhibition, % at 2.6 µM; 650,000 tested, 0.91% active; AID 1259374, 2018; in the data active = inhibition above about 50%;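 also: 0% = vehicle wells with protein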
Target sequence (O75030 whole entry, looked up): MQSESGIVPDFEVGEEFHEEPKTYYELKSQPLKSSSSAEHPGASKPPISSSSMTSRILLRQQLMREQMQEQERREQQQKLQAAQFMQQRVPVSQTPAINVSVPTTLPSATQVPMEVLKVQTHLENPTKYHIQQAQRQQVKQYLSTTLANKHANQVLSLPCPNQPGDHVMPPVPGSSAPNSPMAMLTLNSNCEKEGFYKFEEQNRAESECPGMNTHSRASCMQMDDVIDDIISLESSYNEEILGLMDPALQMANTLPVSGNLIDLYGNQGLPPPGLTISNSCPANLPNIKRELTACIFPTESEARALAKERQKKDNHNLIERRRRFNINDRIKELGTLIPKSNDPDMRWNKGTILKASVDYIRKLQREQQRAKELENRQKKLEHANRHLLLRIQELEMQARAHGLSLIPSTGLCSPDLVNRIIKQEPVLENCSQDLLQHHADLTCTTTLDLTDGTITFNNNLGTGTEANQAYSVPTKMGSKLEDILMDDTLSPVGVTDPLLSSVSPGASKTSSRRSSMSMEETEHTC
TEAD-YAP block = TEAD-YAP interaction inhibition, primary screen, TEAD-YAP interaction inhibitor project, luminescence, HEK-TIYL cells | inhibition, % at 9.12 µM | 640,000 tested, 1.4% active | TEAD-Gal4/YAP UAS-luciferase luminescence; in the data active = inhibition above about 32%;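 also: 0% = median of test compound wells and 100% = reference inhibitor wells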
GPR151 activ = activators of human GPR151, primary screen, cell-based, PathHunter beta-arrestin, luminescence; PathHunter beta-arrestin GPR151 cells; 650,000 tested, 1% active; G-protein coupled receptor 151 (Homo sapiens), Q8TDV0; activation, % at 11.2 µM; AID 1508602, 2020; in the data active = activation above about 4.9%;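 also: 0% = median of compound wells and 100% = cells with positive control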
Target sequence (Q8TDV0 whole entry, looked up): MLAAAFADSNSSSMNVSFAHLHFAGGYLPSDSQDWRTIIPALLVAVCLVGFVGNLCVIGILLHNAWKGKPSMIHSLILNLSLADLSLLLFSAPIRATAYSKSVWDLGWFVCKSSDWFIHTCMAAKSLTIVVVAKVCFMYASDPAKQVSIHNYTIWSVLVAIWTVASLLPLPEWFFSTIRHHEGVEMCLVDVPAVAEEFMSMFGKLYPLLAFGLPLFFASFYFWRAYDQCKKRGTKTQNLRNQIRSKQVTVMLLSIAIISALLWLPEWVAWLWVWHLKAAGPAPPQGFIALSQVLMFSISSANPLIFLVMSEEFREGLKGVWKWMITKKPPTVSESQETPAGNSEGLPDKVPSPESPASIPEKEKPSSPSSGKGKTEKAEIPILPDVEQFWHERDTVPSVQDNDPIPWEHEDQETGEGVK
Active calls of the source: *; & = joins results of further samples.

nr	canonical_smiles	FBW7 activator	MITF inh
1	CCOC(=O)c1c(C)oc2c1c(C=NC1CC(C)(C)NC(C)(C)C1)c(O)c1ccccc12	0.5	13.1
2	O=[N+]([O-])c1ccc(NC2OC(CO)C(O)C2O)cc1 (centres undefined)	0.0	1.4
3	COc1cccc(C(=O)Nc2ccccc2C(C)C)c1	0.1	14.5
4	O=C(Nc1cccnc1)C1OCCc2ccccc21 (centres undefined)	-0.1	3.3
5	COC1=C(c2ccccc2)C(=O)c2ccccc2C1=O	-0.3	-3.6
6	O=C(Nc1cc(F)ccc1F)C1CCCN(S(=O)(=O)c2cnc[nH]2)C1 (centres undefined)	0.6	-2.9
7	COc1ccc(NC(=O)c2nn3c(C(F)(F)F)cc(-c4cccs4)nc3c2Br)cc1OC	-0.1	0.6
8	CCOC(=O)C1=C(O)/C(=C\c2ccc([N+](=O)[O-])cc2)N=C1C	-0.1	1.9
9	O=C(/C=C/c1ccc(Cl)cc1)Nc1cc2ccccc2oc1=O	-0.1	1.3
10	Cc1[nH]nc2nc(SCC(=O)NCCc3ccc(S(N)(=O)=O)cc3)n(-c3ccc(Oc4ccccc4)cc3)c(=N)c12	0.7	12.2
11	Cc1cn[nH]c1C1CCCN(Cc2ccoc2)C1 (centres undefined)	-0.1	8.5
12	O=S(=O)(c1ccc2c(c1)OCCCO2)N(Cc1ccccn1)Cc1ccccn1	-0.5	6.2
13	COc1cc([N+](=O)[O-])ccc1NC(=O)NCCCc1ccccc1	0.2	-6.6
14	COc1cccc2cc(C(=O)NCCc3c[nH]c4ccccc34)c(=O)oc12	0.3	16.5
15	O=C1COc2ccc(C(=O)COC(=O)c3cc(-c4ccccc4)nc4ccccc34)cc2N1	-0.1	3.6

nr	TEAD-YAP block	GPR151 activ
1	7.7	-0.4
2	0.9	2.2
3	-3.9	0.8
4	4.5	0.3
5	-4.4	4.9
6	-8.8	-1.0
7	-2.3	1.1
8	-1.6	1.0
9	-7.6	1.0
10	-9.5	0.2
11	6.2	-0.7
12	5.6	0.9
13	9.2	1.8
14	0.4	-1.7
15	-1.7	0.2

Other entries.
nr	canonical_smiles	FBW7 activator	MITF inh
16	CC(=O)Nc1c(Cl)c(Cl)c(NC(C)=O)c2n[nH]nc12	0.0	10.4
17	CC(C)CCNS(=O)(=O)c1cc(Br)cnc1N	0.1	-7.7
18	CC1=C(C(=O)Nc2ccccc2)C(c2coc3ccccc3c2=O)C2=C(CCCC2=O)N1 (centres undefined)	-0.1	5.0
19	COc1ccc(-n2nnc3c(N4CCN(C(=O)OCc5ccccc5)CC4)ncnc32)cc1	0.1	-2.7
20	COc1cc(CNc2nnnn2C)ccc1OCc1ccc(F)cc1Cl	0.2	13.9
21	CC(=O)c1ccc(-n2c(C)ccc2C)cc1	-0.1	3.4
22	c1ccc2c(NCn3nnc4ccccc43)cccc2c1	-0.6	2.8
23	NC1=NC(=O)/C(=C/c2ccc(-c3ccc(Cl)cc3[N+](=O)[O-])o2)S1	0.1	23.5
24	COc1cc(Br)c(C2C(C(=O)OC3CCCC3)=C(C)NC3=C2C(=O)CC(C)(C)C3)cc1OC (centres undefined)	-0.1	-4.8
25	CCOc1ccc(NC(=O)CSc2nc3ccccc3c(=O)n2CC2CCC(C(=O)N3CCN(c4ccccc4)CC3)CC2)cc1 (centres undefined)	0.0	-3.8
26	COC(CN1C(=O)C(O)=C(C(C)=O)C1c1ccc(F)cc1)OC (centres undefined)	0.1	2.0
27	S=c1oc(-c2ccncc2)nn1CN1CCN(Cc2ccccc2)CC1	-0.2	2.7
28	CCOC(=O)c1c(NC(=O)C(C)n2nc(C)c([N+](=O)[O-])c2C)sc(C)c1C (centres undefined)	0.2	13.6
29	O=C(COC(=O)c1ccc(F)cc1F)c1ccc[nH]1	0.1	0.0
30	Cc1cc(C)c(S(=O)(=O)NCC(c2cccnc2)N2CCN(c3ccccc3)CC2)c(C)c1 (centres undefined)	0.1	8.2

nr	TEAD-YAP block	GPR151 activ
16	2.7	-0.3
17	-1.3	-1.0
18	2.9	0.9
19	-3.5	0.3
20	-8.3	1.3
21	-51.1	0.8
22	5.5	0.1
23	-4.3	-1.1
24	2.2	-1.8
25	-5.6	0.3
26	-1.8	0.8
27	-38.5	0.4
28	-4.4	-1.8
29	0.1	0.6
30	6.7	-0.6

(more compounds)
nr	canonical_smiles	FBW7 activator	MITF inh
31	Cc1ccc(/C=C(\C#N)C(N)=C(C#N)C#N)o1	-0.4	11.2
32	CCCCCCCc1ccc(-c2ccc(OC(F)F)cc2)nc1	-0.1	8.9
33	Clc1ccc2nc(N3N=C(c4cccs4)CC3c3ccc(Br)cc3)nc(-c3ccccc3)c2c1 (centres undefined)	0.0	0.3
34	O=C1N/C(=C\c2ccc(N3CCCC3)cc2)C(=O)N1Cc1ccccc1Cl	0.0	-7.3
35	Cc1ccc(-c2nc3cc(NC(=O)c4cccc([N+](=O)[O-])c4)ccc3o2)cc1	-0.1	4.1
36	NNC(=O)C1CCN(S(=O)(=O)c2ccccc2N)CC1	0.0	8.7
37	COc1c(Cl)cc(Cl)cc1C(=O)Nc1ccc(Cl)cn1	0.0	-13.6
38	COc1cccc(-n2c(SCC(=O)NC(C)(C)C)nnc2-c2ccoc2C)c1	-0.1	26.3
39	OCCCNc1cc(-c2ccncc2)nc(-c2cccnc2)n1	-0.1	6.8
40	CCOC(=O)c1cnc2ccc(OCC)cc2c1Nc1ccc(CC)cc1	0.0	-22.3
41	CCOC(=O)Cn1c(CNC(=O)c2ccco2)nc2ccccc21	0.1	-10.8
42	COc1ccc(S(=O)(=O)Oc2ccc(C=O)cc2)cc1	-0.2	-5.0
43	CCOC(=O)c1c(NC(=O)COc2cc(Cl)ccc2Cl)sc2c1CCC2	0.7	11.6
44	O=C(CNC(=O)c1ccc(Cl)cc1)OCCN1C(=O)c2ccccc2C1=O	-0.2	-4.6
45	O=C(COc1ccc(=O)n(-c2ccccc2)n1)Nc1ccccc1	0.1	23.9

nr	TEAD-YAP block	GPR151 activ
31	11.5	-2.3
32	6.3	1.0
33	7.5	1.3
34	-7.9	-1.3
35	-5.4	1.2
36	-9.8	0.9
37	-2.3	0.6
38	-5.7	-0.3
39	12.7	-0.1
40	3.9	-0.4
41	1.1	-1.4
42	12.9	1.4
43	5.3	-0.4
44	3.0	4.2
45	-3.6	0.1

Next entries follow.
nr	canonical_smiles	FBW7 activator	MITF inh
46	CCN(CC)C(=O)CN(c1ccc(OC)cc1OC)S(=O)(=O)c1ccccc1	0.0	-14.0
47	C[C@H](NC(CCc1ccccc1)C(=O)O)C(=O)N1CCC[C@H]1C(=O)O (some centres undefined)	0.1&0.1	1.4&-3.5
48	CCc1nnc(NC(=O)c2cc(-c3cccnc3)nc3ccc(Br)cc23)s1	0.1	14.6
49	O=C(NCCCN1CCCC1=O)C(=O)NCC1OCCN1C(=O)c1ccc2c(c1)OCO2 (centres undefined)	0.6	-10.3
50	Cc1cc(C)nc(CCNC(=O)CC2C(=O)NCCN2CC2CCCCC2)n1 (centres undefined)	0.1	-7.6
51	COc1cc(-c2nc(-c3cc4ccccc4[nH]c3=O)no2)cc(OC)c1OC	0.1	11.0
52	c1nnc2c3nncn3c3nonc3n12	0.2	6.0
53	CCC(c1nnnn1CCC(C)C)N1CCN(C)CC1 (centres undefined)	-0.1	1.7
54	COC(=O)c1ccccc1NC(=O)c1sc2ncnc(N3CCC(C)CC3)c2c1C	0.0	5.0
55	COc1ccc(CCn2c(SCc3ccc(OC(F)(F)F)cc3)nc3ccccc3c2=O)cc1OC	0.0	10.1
56	CCOC(=O)C1CCCN(Cc2nc(N3CCCCCC3)c3ccccc3n2)C1 (centres undefined)	0.1	1.8
57	CCOC(=O)CC(=O)CSc1nc2c(sc(=S)n2CCc2ccccc2)c(=O)n1Cc1ccco1	0.0	-22.8
58	COc1cc(/C=C2/C(=O)N(c3ccccc3)C(=S)N2C)cc(OC)c1O	0.1	20.3
59	CCOc1ccc(/C=C2\C(=O)NN(c3ccc(Br)cc3)C2=O)cc1	0.3	4.6
60	Cc1csc(NC(=O)CSc2nn3c(=O)c(C)nnc3s2)n1	-0.7	12.5

nr	TEAD-YAP block	GPR151 activ
46	-1.4	-0.4
47	5.5&-1.4	-0.6&3.7
48	0.8	-0.3
49	-10.3	-0.7
50	-2.5	0.4
51	3.2	1.2
52	6.5	2.2
53	4.6	-0.1
54	-5.2	0.8
55	11.3	-1.3
56	1.1	1.0
57	-16.8	-0.5
58	1.2	-1.0
59	8.5	1.7
60	-0.3	-0.8

More results follow:
nr	canonical_smiles	FBW7 activator	MITF inh
61	COCCNC(=O)c1cc(-c2ccc(Cl)cc2)cs1	-0.2	-9.7
62	COC(=O)c1cccc([N+](=O)[O-])c1CS(=O)(=O)c1ccccc1	0.0	12.1
63	Cc1ccc(NC(=O)CN2CCCC2)cc1Br	1.3	4.3
64	COc1ccc(C(O)Cn2ccsc2=NC(C)=O)cc1 (centres undefined)	1.5	17.7
65	CC1CCc2c(sc3ncnc(N(CCC#N)CCC#N)c23)C1 (centres undefined)	-0.2	2.3
66	N#CC1=C(N)Oc2c(c(C(F)(F)F)nn2-c2ccccc2)C1c1cc(Br)ccc1F (centres undefined)	0.0	-3.0
67	Cc1ccc(C)c(NC(=O)COC(=O)c2ccc[n+]([O-])c2)c1	0.1	2.6
68	COC(=O)c1ccc(COn2c(=O)c(-c3cc4ccccc4o3)[n+]([O-])c3ccccc32)cc1	1.0	-3.9
69	CCN(c1ccc(C)cc1)S(=O)(=O)c1nnc(NC(=O)C(C)C)s1	-0.2	11.1
70	Cn1ccc2cc(-c3cncc(-c4cccc(C(=O)NCCO)c4)n3)ccc21	0.7	13.3
71	COc1ccc(OC)c(/C=C2\C(=O)C(=O)c3ccccc32)c1	-0.4	4.2
72	COc1ccccc1-n1c(C)c(C(C)=O)c(C(C)=O)c1C	0.1	12.6
73	CCCCCn1c(SCc2cccc([N+](=O)[O-])c2)nc2cc(C(=O)NC3CCCCC3)ccc2c1=O	0.0	-6.4
74	CC(C)(O)C1Cc2cc(/C=C/C(=O)O)c(O)cc2O1 (centres undefined)	1.0	0.6
75	C=CCNCCC1CCC(=O)N1CCc1ccc(OC)c(OC)c1 (centres undefined)	0.0	7.5

nr	TEAD-YAP block	GPR151 activ
61	-15.5	-2.8
62	-8.0	0.1
63	-5.7	-1.2
64	30.9	1.0
65	-6.5	1.0
66	3.8	-1.1
67	-5.1	2.5
68	-32.6	2.9
69	-8.3	2.1
70	1.7	-0.5
71	22.0	-0.4
72	10.9	-1.9
73	4.0	-0.9
74	1.9	0.3
75	-6.3	-0.5

An excerpt from above in order of SMILES length, low to high.
nr	canonical_smiles	FBW7 activator	MITF inh
3	COc1cccc(C(=O)Nc2ccccc2C(C)C)c1	0.1	14.5
64	COc1ccc(C(O)Cn2ccsc2=NC(C)=O)cc1 (centres undefined)	1.5	17.7
48	CCc1nnc(NC(=O)c2cc(-c3cccnc3)nc3ccc(Br)cc23)s1	0.1	14.6
62	COC(=O)c1cccc([N+](=O)[O-])c1CS(=O)(=O)c1ccccc1	0.0	12.1
7	COc1ccc(NC(=O)c2nn3c(C(F)(F)F)cc(-c4cccs4)nc3c2Br)cc1OC	-0.1	0.6

nr	TEAD-YAP block	GPR151 activ
3	-3.9	0.8
64	30.9	1.0
48	0.8	-0.3
62	-8.0	0.1
7	-2.3	1.1

The listing picks up, repeating the 2 entries before the break.
nr	canonical_smiles	FBW7 activator	MITF inh
74	CC(C)(O)C1Cc2cc(/C=C/C(=O)O)c(O)cc2O1 (centres undefined)	1.0	0.6
75	C=CCNCCC1CCC(=O)N1CCc1ccc(OC)c(OC)c1 (centres undefined)	0.0	7.5
76	Cc1ccc(Cl)cc1N1CCN(C(=O)c2nc(-c3cccnc3)no2)CC1	-0.3	-16.1
77	Fc1ccccc1CSc1nnnn1-c1ccccc1	0.4	-5.4
78	O=C(CCS(=O)(=O)c1cccc2nsnc12)NCc1ccccc1Cl	0.1	-3.4
79	O=C(O)c1cccc2c1sc1ccccc12	0.0	4.4
80	CCN1CCN(C(=O)c2ccc3c(=O)n(CCC4=CCCCC4)c(=S)[nH]c3c2)CC1	0.1	-2.4

nr	TEAD-YAP block	GPR151 activ
74	1.9	0.3
75	-6.3	-0.5
76	-8.8	-1.3
77	-18.6	-1.0
78	9.5	0.1
79	-16.1	-0.6
80	-3.3	0.5

Among those listed so far, these have a CF3 group:
nr	canonical_smiles	FBW7 activator	MITF inh
7	COc1ccc(NC(=O)c2nn3c(C(F)(F)F)cc(-c4cccs4)nc3c2Br)cc1OC	-0.1	0.6
55	COc1ccc(CCn2c(SCc3ccc(OC(F)(F)F)cc3)nc3ccccc3c2=O)cc1OC	0.0	10.1
66	N#CC1=C(N)Oc2c(c(C(F)(F)F)nn2-c2ccccc2)C1c1cc(Br)ccc1F (centres undefined)	0.0	-3.0

nr	TEAD-YAP block	GPR151 activ
7	-2.3	1.1
55	11.3	-1.3
66	3.8	-1.1
